Screening results from PubChem.
D1 agonist: Allosteric Agonists of the Human D1 Dopamine Receptor: qHTS; HEK293 T-REx D1 cells, calcium flux, agonist mode; activation, % at 2 µM; actives 1% (n = 360,000); AID 504660, 2011; in the data active = activation above about 30%; note: 0% is about no effect
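Tetracycline-induced HEK293 TREx D1 cells, force-coupled to calcium signalling, were dye-loaded with a no-wash calcium kit. Compound was pin-added after a 10 s baseline. Fluorescence was read kinetically at 1 cycle/s for 180 s, with calcium rises flagged as agonism.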
D2 potentiator: HTS Assay for Positive Allosteric Modulators of the Human D2 Dopamine Receptor: Primary Screen for Potentiators; HEK293 T-REx D2, calcium flux, EC20 dopamine potentiation; actives 0.34% (n = 340,000); AID 485347, 2010; D(2) dopamine receptor (Homo sapiens), P14416; potentiation, % at 10 µM;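 active = potentiation over 3 SD above the plate norm, cut at about 30% in these data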; note: 0% is about no effect
Target sequence (P14416 whole entry, looked up): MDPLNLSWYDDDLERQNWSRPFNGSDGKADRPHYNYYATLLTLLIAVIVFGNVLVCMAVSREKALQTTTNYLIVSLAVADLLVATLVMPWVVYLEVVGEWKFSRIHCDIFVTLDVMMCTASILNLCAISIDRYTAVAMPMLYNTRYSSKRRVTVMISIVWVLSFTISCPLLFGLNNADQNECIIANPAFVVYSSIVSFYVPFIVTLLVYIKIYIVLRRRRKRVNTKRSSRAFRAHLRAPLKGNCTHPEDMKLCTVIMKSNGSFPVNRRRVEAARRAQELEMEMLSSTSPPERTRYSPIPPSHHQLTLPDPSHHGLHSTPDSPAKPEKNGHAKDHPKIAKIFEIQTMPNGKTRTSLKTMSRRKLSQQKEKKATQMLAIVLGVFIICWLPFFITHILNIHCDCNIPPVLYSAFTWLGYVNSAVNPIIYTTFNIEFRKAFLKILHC
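Potentiation of an EC20 dopamine calcium response is measured in a force-coupled, tetracycline-inducible Hek293 Trex D2 line. Compound-only kinetic reads over 180 s flag agonists before dopamine addition.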
RXFP1 agonist: qHTS Assay for Agonists of the Relaxin Receptor RXFP1 | Relaxin receptor 1 (Homo sapiens), Q9HBX9 | HEK293T-RXFP1 cAMP TR-FRET, 30 min; response scale: percent of porcine relaxin response, buffer zero | Potency, µM (doses to about 57.5 µM), for inactives: at the top dose activation, hits mostly activators | actives 0.3% (n = 370,000); note: potency is the fitted concentration of half-maximal effect; % is set by controls: 0 for no effect and ±100 for the full control effect; nearly all actives have a fitted effect of over 60% in size; many of its hits are not listed in these tables
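Agonist response is measured as cAMP accumulation in an RXFP1-transfected HEK293T line under PDE4 inhibition. Values are scaled between buffer-only and 29 nM porcine relaxin, and EC50s come from standard Hill equation fits.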
Vif-A3F inh: qHTS for Inhibitors of Vif-A3F Interactions: qHTS | HeLa A3F-eYFP + Vif (tagged APOBEC3F with the HIV-1 protein that degrades it), YFP fluorescence increase | Potency, µM (doses to about 46.1 µM), without a hit: at the top dose activity, negative = active | actives 0.2% (n = 390,000); note: potency is the fitted concentration of half-maximal effect; % of control where 0% means no effect; nearly all actives have a fitted effect of over 65% in size
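HeLa cells stably expressing Vif plus C-terminally eYFP-tagged A3F were seeded, incubated overnight at 37 deg C, dosed with compound, incubated overnight again at 37 deg C. Yellow fluorescence (Ex 488/Em 500-530) reported blocked Vif-mediated A3F-eYFP degradation.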
D1 potentiator: Potentiators of Human D1 Dopamine Receptor: qHTS; potentiation, % at 10 µM; actives 0.036% (n = 360,000); HEK293 TREx D1 cells, calcium flux, dopamine EC20 potentiation; AID 504651, 2011; D(1A) dopamine receptor (Homo sapiens), P21728; in the data active = potentiation above about 30%; note: 0% is about no effect
D1 antag: Antagonist of Human D 1 Dopamine Receptor: qHTS; AID 504652, 2011; HEK293 TREx D1 cells, calcium flux, dopamine EC80; active compounds read low; actives 3.2% (n = 360,000); activity change, negative = inhibition, % at 10 µM; D(1A) dopamine receptor (Homo sapiens), P21728; in the data active = activity change below about -30%; note: % is set by controls: 0 for no effect and ±100 for the full control effect
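Tetracycline-induced HEK293 T-REx cells with force-coupled D1 receptor were loaded with a no-wash calcium dye. Compound was added after a 10 s baseline and read kinetically for 180 s; EC80 dopamine was then added and calcium flux followed another 180 s.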
RXFP1 antag: qHTS Assay for Antagonists of the Relaxin Receptor RXFP1; actives 0.59% (n = 350,000); activity change, negative = inhibition, % at 57.5 µM; HEK293-RXFP1, relaxin-stimulated cAMP HTRF, 30 min; active compounds read low;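 active = activity change of -60% or lower, but not beyond a set lower limit; inconclusive = change between -60% and -40%, or beyond the set limit; inactive = change above -40%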; note: % is set by controls: 0 for no effect and ±100 for the full control effect
Glioma ERSR ind: qHTS for Inducers of the Endoplasmic Reticulum Stress Response (ERSR) in Human Glioma: qHTS. AID 602332, 2012. Potency, µM, without a hit: at the highest dose activation, usual class: activators. actives 0.02% (n = 420,000). U87-MG GRP78 promoter luciferase reporter, 16 h; note: potency is the fitted concentration of half-maximal effect; series mostly up to about 76 µM; % of control where 0% means no effect; nearly all actives have a fitted effect of over 35% in size
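Stably transfected U87-MG glioma cells carrying a GRP78-based luciferase sensor; 16 h compound incubation. Luminescence end-point read 10 min after Bright-Glo addition at room temperature.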
Vif-APOBEC3G blk: qHTS for Inhibitors of Vif-A3G Interactions: qHTS; HeLa A3G-eYFP + Vif (tagged APOBEC3G with the HIV-1 protein that degrades it), YFP fluorescence, overnight; actives 0.076% (n = 410,000); Potency, µM (top dose mostly 46.1 µM), inactives show top-dose activity, negative = active, actives largely listed as inhibitors; DNA dC->dU-editing enzyme APOBEC-3G (Homo sapiens), Q9HC16;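 note: potency is the fitted concentration of half-maximal effect; % is set by controls: 0 for no effect and ±100 for the full control effect; nearly all actives have a fitted effect of over 60% in size; hits raise eYFP signal because A3G escapes Vif-driven loss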
Target sequence (Q9HC16 whole entry, looked up): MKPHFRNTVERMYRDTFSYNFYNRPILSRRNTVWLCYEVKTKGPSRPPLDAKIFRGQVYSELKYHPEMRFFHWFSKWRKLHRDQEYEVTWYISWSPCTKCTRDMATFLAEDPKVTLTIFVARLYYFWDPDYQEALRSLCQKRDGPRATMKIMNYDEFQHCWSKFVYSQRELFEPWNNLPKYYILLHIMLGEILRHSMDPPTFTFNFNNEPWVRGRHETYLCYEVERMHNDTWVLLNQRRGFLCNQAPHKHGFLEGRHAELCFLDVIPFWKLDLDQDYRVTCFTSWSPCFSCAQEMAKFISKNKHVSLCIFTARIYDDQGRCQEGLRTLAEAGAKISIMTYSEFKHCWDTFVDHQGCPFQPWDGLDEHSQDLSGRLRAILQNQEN
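Read-out is eYFP fluorescence (Ex 488/Em 500-530) from Vif-expressing HeLa A3G-eYFP cells; more signal means A3G escaped Vif-mediated degradation. Cells plated overnight, compound pinned in, incubated overnight at 37 deg C.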
Starred values were filed as active, the others as inactive; u = inconclusive; x = not tested or not shown; & = joins results of further samples. Unless noted, calls come from the whole dose curve; as a rule, active = well fitted curve in the direction sought with a large enough effect; inconclusive = small, poorly fitted or top-dose-only effect, or another doubt; inactive = no such curve, though single readings can be large; an effect the other way counts as inactive or inconclusive. This is a subset. The share of hits here may be higher or lower than overall.

The line under a structure holds: D1 agonist | Glioma ERSR ind | D1 potentiator | Vif-A3F inh | Vif-APOBEC3G blk | D2 potentiator | RXFP1 agonist | RXFP1 antag | D1 antag
O=C(CN1C(=O)c2cccc3cccc1c23)Nc1ccc2c(c1)OCO2
    1 | -3% | 2 | 8% | -5% | 16 | 3.9% | -9 | 6
Cc1ccc(N2CN(S(=O)(=O)c3cccc([N+](=O)[O-])c3)c3nc4ccccc4nc32)cc1
    1 | -2% | 2 | 14% | 2% | -1 | 1.1% | 0 | -3
CN(C(=O)CCCN1CCCC1=O)C1CCCN(Cc2ccccc2F)C1 (configuration not stated)
    1 | -4% | -4 | 12% | -1% | x | 0.5% | -1 | -1
CCOC(=O)c1ccc(NC(=O)c2c(C)[nH]c(C(=O)OCC)c2C)cc1
    2 | -2% | -11 | 1% | -1% | -4 | -1.9% | -2 | -21
CCOc1cc(C#N)c(NC(=O)c2cccnc2)cc1OCC
    x | -4% | x | 2% | u | x | 4.6% | -14 | x
CC(C)Cc1nc2n[nH]c(N)c2c2c1CCCC2
    0 | 4% | -3 | x | -8% | 15 | 0.5% | -6 | 9
Cc1ccnc(NS(=O)(=O)c2cccc([N+](=O)[O-])c2)c1
    3 | 1% | -2 | 1% | -2% | 6 | 0.0% | -13 | 2
CC(C)NC(=O)CC(=O)N/N=C/c1ccccc1F
    x | -1% | x | -20% | 0% | x | 0.2% | -11 | x
CN(Cc1ccc(Br)cc1)C(=O)CCN1C(=O)c2cccc([N+](=O)[O-])c2C1=O
    2 | -1% | -1 | 11% | -3% | x | 0.7% | -5 | -6
Cc1ccccc1-c1cc2nc(-c3ccc([N+](=O)[O-])cc3)cc(=O)n2[nH]1
    2 | -4% | -6 | 20% | 3% | -3 | -0.9% | 13 | -11
CC(NC(=O)CSc1ncccn1)c1ccccc1 (configuration not stated)
    1 | 0% | -2 | 6% | 3% | -1 | 1.7% | -7 | 0
C#CCNc1ccc(C(=O)OCC)cc1
    0 | -7% | -3 | 4% | -1% | -10 | 3.3% | -2 | -1
O=C(NCCN1CCOCC1)c1cccc(S(=O)(=O)N2CCCCCC2)c1
    1 | -6% | 0 | 1% | -2% | 15 | 1.4% | 7 | -9
Fc1ccc(N/N=C/c2cccnc2)c(F)c1
    1 | 3% | 4 | -4% | -18% | 5 | 2.1% | -1 | 1
COc1ccc(CCNC(=O)COC(=O)/C=C/c2cc(OC)c(OC)c(OC)c2)cc1OC
    2 | -3% | -7 | 7% | -9% | -1 | -0.6% | 6 | -7
CC1=C(C(=O)N2CCOCC2)CC(CC(=O)NCCCCc2ccccc2)C(=O)N1Cc1ccc(F)cc1 (configuration not stated)
    x | 2% | x | -12% | -5% | x | x | 3 | x
COc1cc(NC(=O)CCCl)cc(-n2cnnn2)c1
    0 | -2% | 5 | -5% | 0% | 12 | -0.3% | -12 | -2
C[C@H]1CN([C@@H](C)CO)C(=O)c2cc(Br)cnc2O[C@H]1CN(C)C(=O)c1ccc2c(c1)OCO2
    x | -5% | x | -1% | 1% | x | x | -3 | x
COc1ccc(-n2c(SCC(=O)Nc3nccs3)nnc2-c2ccc(Cl)cc2)cc1
    x | 4% | x | -2% | -5% | x | x | 5 | x
Cc1cc(NC(=O)COC(=O)COc2ccc3c4c(c(=O)oc3c2)CCC4)no1
    4 | u | -2 | 10% | 1% | 4 | 5.9% | -8 | -5
COC(C[C@H](O)[C@@H](C)[C@H](O)COCc1ccccc1)OC
    1 | 0% | 0 | 1% | 2% | 9 | -1.7% | x | 21
CCC(c1nnc(SCC(=O)Nc2c(F)cccc2F)n1Cc1ccccc1)N(C)C (configuration not stated)
    2 | -2% | -3 | 3% | -5% | 3 | -1.1% | 0 | -3
CCOC(=O)c1nnn(-c2nonc2N)c1COc1ccc(F)cc1
    -1 | -2% | -7 | -7% | -1% | -18 | 1.1% | 4 | -16
N#C/C(=C\Nc1ccccc1O)c1nc2ccccc2o1
    21 | -6% | -7 | 6% | u | -1 | 4.6% | u | -36*
CCOC(=O)Nc1ccc2c(c1)N(C(=O)N(C)C)c1ccccc1CC2
    3 | 2% | -7 | 2% | u | -7 | 1.5% | -13 | 4
CCOc1cc(NC(=S)Nc2ccccc2)c(OCC)cc1NC(=O)c1ccccc1
    x | 2% | x | -1% | 1% | x | -0.1% | -10 | x
O=C(COC(=O)c1cnccn1)c1ccc([N+](=O)[O-])cc1
    4 | -3% | 6 | u | 2% | 1 | 1.9% | u | 5
Cc1nc(N2CCCC2)c2c(C(=O)Nc3cccc(Cl)c3C)c(C)oc2n1
    0 | -2% | 1 | -20% | 0% | 2 | -1.0% | 9 | 5
Cc1ccc(S(=O)(=O)N(C)CC(=O)Nc2ccc(C)cn2)cc1
    0 | 2% | -1 | -8% | -2% | -6 | 1.2% | -3 | -19
Cc1c(OCC(=O)N[C@@H](Cc2ccccc2)C(=O)O)ccc2c1oc(=O)c1ccccc12
    3 | -1% | 0 | -8% | -1% | 17 | 2.9% | x | -8
Cc1ccccc1CNC(=O)CN1CCSc2ccccc21
    1 | 2% | -2 | 0% | -1% | -8 | 0.3% | x | -31*
CCN(CC)CCn1c2c(c(SCC(=O)Nc3cc(C)cc(C)c3)nc1=O)CCC2
    0 | -4% | 0 | 1% | 0% | -7 | -0.3% | -8 | 9
Clc1ccccc1CN1CCN(/N=C/C=C\c2ccco2)CC1
    -1 | 3% | 1 | -10% | -10% | 13 | 0.8% | -13 | 5
Cc1cc(=O)nc2c3ccccc3n(CC(=O)NC3CCCCC3)n12
    1 | -6% | -5 | 5% | 1% | 22 | 12% | 0 | 10
C#CCOCCOCCOCCNc1nc(N2CCN(C(=O)[C@H]([C@@H](C)CC)n3cc([C@@H](N)CC(C)C)nn3)CC2)nc(N2CCN(C(=O)[C@H](Cc3ccc(O)cc3)n3cc([C@@H](N)CC(C)C)nn3)CC2)n1
    -4 | -5% | 3 | 0% | 1% | -3 | 0.1% | x | -15
O=C(CNS(=O)(=O)c1ccccc1)N/N=C/c1ccc(O)cc1
    0 | -3% | -2 | -2% | 0% | -3 | -1.3% | 4 | 7
NC(=O)CC1C(=O)N(c2ccccc2)C(=S)N1NC(=O)c1ccccc1 (configuration not stated)
    0 | 5% | 0 | -3% | 1% | 6 | 0.3% | -3 | 4
O=C(O)CN1C(=O)S/C(=C\c2ccc3c(c2)OCO3)C1=O
    x | -3% | x | 6% | -1% | x | x | -5 | x
Cc1cc(/C=N/NC(=O)C(=O)NCc2ccccn2)c(C)n1-c1ccccc1
    0 | -2% | -5 | 8% | 0% | 4 | 5.3% | -3 | 18
CC(=O)NC(C)C(=O)OCC(=O)c1ccc(-c2ccccc2)cc1 (configuration not stated)
    6 | 3% | -4 | 3% | 0% | -1 | -0.1% | -6 | 5
c1ccc(-c2nccc(-c3ccc4c(c3)OCO4)n2)cc1
    6 | 8% | -2 | -2% | u | -12 | 1.8% | -1 | -6
CC(=O)c1ccc(N2CCN(C(=O)C3CCN(S(=O)(=O)c4cccs4)CC3)CC2)cc1
    6 | -1% | -7 | -6% | -1% | x | 3.1% | -10 | -26
COc1ccc(C(CCc2cc(OC)c(OC)c(OC)c2)NC(C)=O)cc1 (configuration not stated)
    x | 1% | x | 6% | -6% | x | x | -18 | x
CCCCSc1nnc(C)c(=O)[nH]1
    2 | -2% | -6 | 9% | 0% | 4 | -1.4% | 0 | 0
Cc1nc(N2CCN(Cc3ccccc3)CC2)nc2c1C(=O)CC(C)C2 (configuration not stated)
    7 | -1% | -2 | -12% | -1% | -10 | 0.5% | -16 | -4
CC(=O)OCC(=O)NCCCOc1cccc(CN2CCCCC2)c1
    x | -4%&-4% | x | 0% | -1% | x | x | 10 | x
COc1ccccc1N1CCN(c2c(CN3CCCC3)c(=O)oc3ccccc23)CC1
    0 | -3% | -2 | 6% | 2% | x | -0.1% | -9 | -5
Cc1ccc(Nc2ccc3cc(S(=O)(=O)N4CCC(C)CC4)ccc3n2)c(Cl)c1
    13 | -3% | -6 | -12% | 4% | 1 | 1.5% | -2 | -25
Cc1ccc(CNC(=O)COc2ccc3c(c2)CCC3)cc1
    6 | -1% | -2 | 9% | 2% | 3 | -1.7% | x | 0
Cc1nn(C)c(C(=O)NNC(=S)NCc2ccco2)c1Cl
    -2 | -5% | -6 | x | -6% | 34* | -1.1% | -9 | -1
COc1cccc(C2CC(c3ccccc3)=NN2S(=O)(=O)c2ccccc2)c1OC (configuration not stated)
    12 | -4% | -6 | -5% | 0% | 3 | -3.0% | -1 | -18
Cc1sc(NC(=O)c2ccco2)c(C(=O)c2ccc(Cl)cc2)c1C
    1 | -1% | 1 | -7% | -7% | 9 | 0.7% | 7 | 4
COc1ccc(Nc2nccc(OC)c2C#N)cc1
    3 | -1% | -3 | 0% | 0% | 4 | 2.3% | -6 | -22
CN1/C(=C\C(=O)CSc2ncn[nH]2)C(C)(C)c2ccccc21
    3 | -4% | 2 | 1% | -5% | -8 | -0.9% | -5 | -4
COc1ccc(Cl)cc1N(C(=O)c1ccco1)C(C(=O)NC1CCCC1)c1ccco1 (configuration not stated)
    1 | 0% | 2 | -14% | -3% | 22 | 1.1% | 8 | 2
CC(=O)C1C(=O)C=C(c2ccco2)CC1c1ccccc1 (configuration not stated)
    3 | -1% | -2 | 4% | 0% | 0 | 0.7% | -7 | -1
O=c1c(=O)n(-c2ccccc2)ccn1Cc1c(F)cccc1Cl
    -1 | -1% | -2 | 1% | 3% | -3 | -0.1% | 12 | 11
CS(=O)(=O)N1CCN(c2ccccc2NC(=O)c2cc3ccccc3o2)CC1
    3 | -6% | 0 | 9% | 1% | -4 | -0.7% | -1 | 3
CC(=O)N1CCN(c2ccccc2NC(=O)c2ccc(Br)o2)CC1
    1 | -6% | 0 | 2% | -5% | -8 | 1.2% | -7 | 5
COc1cc(OC)nc(Oc2cccc(C(F)(F)F)c2)n1
    1 | 11% | 8 | -13% | -6% | -6 | 0.3% | 7 | 0
